Source: PubChem BioAssay
APEX1 inh – qHTS Assay for Inhibitors of the Human Apurinic/apyrimidinic Endonuclease 1 (APE1); AID 2517, 2012; Potency, µM (titrated, usually from 65.8 µM), for the others: at the top dose activity change, negative = inhibition, actives largely listed as inhibitors; actives 0.35% (n = 350,000); recombinant APE1, TAMRA/BHQ-2 abasic DNA cleavage fluorescence; DNA repair nuclease/redox regulator APEX1 (Homo sapiens), P27695;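 note: potency is the fitted concentration of half-maximal effect; plate controls were vehicle for no effect and reference inhibitor for full effect; nearly all actives have a fitted effect of over 55% in size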
Target sequence (P27695 whole entry, looked up): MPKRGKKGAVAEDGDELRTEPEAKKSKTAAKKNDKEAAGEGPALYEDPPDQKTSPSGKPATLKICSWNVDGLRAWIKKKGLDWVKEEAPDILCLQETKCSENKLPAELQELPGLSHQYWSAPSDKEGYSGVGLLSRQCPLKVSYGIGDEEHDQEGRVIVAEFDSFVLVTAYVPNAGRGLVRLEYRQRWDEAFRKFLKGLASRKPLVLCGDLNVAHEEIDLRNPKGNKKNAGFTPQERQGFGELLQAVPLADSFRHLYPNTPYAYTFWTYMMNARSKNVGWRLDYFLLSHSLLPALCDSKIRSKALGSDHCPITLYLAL
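Measures dequenching upon AP-site incision of a 5'-TAMRA/3'-BHQ-2 THF-containing duplex, 50 nM; human APE1 0.75 nM after 15 min room-temperature exposure to compound; kinetic three-point read at one-minute spacing.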
Anesthetic bind – qHTS Assay for Identification of Novel General Anesthetics; Ferritin light chain (Equus caballus), P02791; apoferritin/1-aminoanthracene competitive binding, fluorescence; Potency, µM (titrated, usually from 77.5 µM), without a hit: at the highest dose activity change, negative = displacement, hits mostly inhibitors; actives 0.074% (n = 350,000); AID 485281, 2010; note: potency is the fitted concentration of half-maximal effect; % is set by controls: 0 for no effect and ±100 for the full control effect; nearly all actives have a fitted effect of over 20% in size
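Horse-spleen apoferritin (10 uM) in 50% saturated 1-aminoanthracene in PBS was incubated 10 min at room temperature with compound. Fluorescence (ex 380, em 535 nm) was normalized to free and bound 1-AMA, with concentration-response fitted by a four-parameter Hill equation.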
TRHR agonist – qHTS for Small Molecule Agonists and Allosteric Enhancers of Human TRH Receptor: Primary Screen for Agonists | actives 0.18% (n = 360,000) | activation, % at 2 µM | TRHR cells, calcium flux fluo-8, FDSS agonist mode | Thyrotropin-releasing hormone receptor (Homo sapiens), P34981 | AID 493084, 2011; in the data active = activation above about 30%; note: 0% is about no effect
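Agonist-mode FDSS calcium read (Ex 480/Em 530, 1 s cycles) in 1536-well TRHR cells with fluo-8 dye, after 10-cycle baseline and 23 nL compound addition; TRH at EC20 (10 nM final) added afterwards for the enhancer phase.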
12-LOX inh – Primary qHTS assay for inhibitors of human arachidonate 12S-lipoxygenase (ALOX12): Round 2 | purified 12hLO, xylenol orange hydroperoxide absorbance | Potency, µM (top dose mostly 108 µM), without a hit: top-dose activity change, negative = inhibition, hits mostly inhibitors | actives 1.1% (n = 580,000) | AID 1671190, 2021; note: potency is the fitted concentration of half-maximal effect; % is set by controls: 0 for no effect and ±100 for the full control effect
Target sequence (P18054 whole entry, looked up): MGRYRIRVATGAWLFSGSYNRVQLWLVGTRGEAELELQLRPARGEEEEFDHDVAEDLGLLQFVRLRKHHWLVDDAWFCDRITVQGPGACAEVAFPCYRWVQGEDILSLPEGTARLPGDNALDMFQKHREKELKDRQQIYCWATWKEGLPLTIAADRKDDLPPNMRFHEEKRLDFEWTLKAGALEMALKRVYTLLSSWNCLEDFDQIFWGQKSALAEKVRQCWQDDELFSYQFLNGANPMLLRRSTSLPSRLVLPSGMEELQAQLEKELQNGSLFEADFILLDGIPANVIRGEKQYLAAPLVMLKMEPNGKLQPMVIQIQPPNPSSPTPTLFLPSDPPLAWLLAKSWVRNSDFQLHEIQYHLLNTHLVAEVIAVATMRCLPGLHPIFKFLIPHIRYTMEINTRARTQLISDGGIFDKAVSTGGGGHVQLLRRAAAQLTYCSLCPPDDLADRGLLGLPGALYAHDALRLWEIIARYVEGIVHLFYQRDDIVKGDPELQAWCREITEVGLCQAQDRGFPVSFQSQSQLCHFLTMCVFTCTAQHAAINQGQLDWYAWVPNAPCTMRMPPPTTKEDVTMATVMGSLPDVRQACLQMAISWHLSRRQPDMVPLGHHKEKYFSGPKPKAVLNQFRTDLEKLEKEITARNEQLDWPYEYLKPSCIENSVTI
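Purified human 12hLO at 150 nM in 25 mM Hepes, 0.01% Triton X-100, pH 7.0, preincubated 15 min at room temperature with compound. Reaction started with 40 uM arachidonic acid, 30 min at room temperature. Hydroperoxide measured by Fe-xylenol orange, 573/405 nm absorbance ratio.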
ERG Ets-DNA blk – qHTS for Small Molecule Inhibitors of the ERG Ets/DNA interaction. fluorescence polarization, His-ERG Ets domain / labelled DNA. actives 0.028% (n = 370,000). Potency, µM (top dose mostly 76.9 µM), for inactives: top-dose FP activity, negative = inhibition, most hits filed as inhibitors. Transcriptional regulator ERG (Homo sapiens), P11308; active = well fitted inhibition curve with a large enough effect in the polarisation, with a control signal flat; inconclusive = small, poorly fitted or top-dose-only effect, or effect the other way, or a change in a side signal; inactive = no such curve, though single readings can be large or run the other way; the % refers to the polarisation;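 note: polarization taken with two DNA probes labelled with fluorescein and Texas red; potency is the fitted concentration of half-maximal effect; % of control where 0% means no effect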
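His-tagged ERG Ets domain (1 uM in the protein solution; 300mM KCl, 50mM Tris-HCl, 1mM EDTA, 1mM DTT, pH 7.5) received compound, then a probe mix of 5 nM fluorescein-DNA and 100nM Texas-615-DNA. Fluorescence polarization was read for both dyes.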
Pol iota inh – qHTS for Inhibitors of Polymerase Iota; AID 588590, 2011; Pol iota fluorescent replication assay, 10 min; actives 1% (n = 390,000); Potency, µM (top dose mostly 115 µM), for inactives: at the highest dose activity, negative = inhibition, most hits filed as inhibitors; note: potency is the fitted concentration of half-maximal effect
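Fluorescent replication assay read twice, at 0 min and 10 min after adding 50 nM (final) substrate. Enzyme (10 nM) and compounds were first incubated 15 min at room temperature; enzyme-free buffer wells were negative controls.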
BLM inh – qHTS Assay for Inhibitors of Bloom's syndrome helicase (BLM); actives 0.2% (n = 350,000); RecQ-like DNA helicase BLM (Homo sapiens), P54132; AID 2528, 2010; recombinant BLM DNA unwinding, fluorescence dequenching; Potency, µM (highest dose often 56.1 µM), for inactives: top-dose activity change, negative = inhibition, most hits filed as inhibitors;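 note: potency is the fitted concentration of half-maximal effect; plate controls were vehicle for no effect and no enzyme for full effect; nearly all actives have a fitted effect of over 35% in size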
Pol beta inh – qHTS Assay for Inhibitors of DNA Polymerase Beta; Potency, µM (top dose mostly 114 µM), inactives show at the highest dose activity change, negative = inhibition, usual class: inhibitors; actives 1.3% (n = 340,000); AID 485314, 2010; Pol beta primer extension/strand displacement, fluorescence kinetic; P06746; note: potency is the fitted concentration of half-maximal effect; % is set by controls: 0 for no effect and ±100 for the full control effect
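Values derive from four-parameter Hill fits of normalized kinetic data: reads at 0 and 10 min following addition of 50 nM substrate to 10 nM Pol beta preincubated 15 min with compound.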
POLK inh – qHTS for Inhibitors of Polymerase Kappa; purified Pol kappa, fluorescent DNA synthesis assay, 10 min; Potency, µM (series often up to 107 µM), inactives show at the highest dose activity, negative = inhibition, actives largely listed as inhibitors; DNA polymerase kappa (Homo sapiens), Q9UBT6; actives 0.53% (n = 400,000); AID 588579, 2011; note: potency is the fitted concentration of half-maximal effect; % is set by controls: 0 for no effect and ±100 for the full control effect
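Enzyme at 10 nM met test compounds for 15 min at room temperature. Substrate addition (50 nM final) began the reaction, which was monitored by fluorescence at 0 and 10 min.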
An asterisk follows results filed as active; ? = inconclusive; . = not tested or not shown; & = joins results of further samples; [ ] = another dose, or the depositor's remark. Unless noted, calls come from the whole dose curve; as a rule, active = well fitted curve in the direction sought with a large enough effect; inconclusive = small, poorly fitted or top-dose-only effect, or another doubt; inactive = no such curve, though single readings can be large; an effect the other way counts as inactive or inconclusive. A portion of the library, so the mix of outcomes need not match the whole.

SMILES	APEX1 inh	Anesthetic bind	TRHR agonist	12-LOX inh	ERG Ets-DNA blk	Pol iota inh	BLM inh	Pol beta inh	POLK inh
O=C(NCc1n[nH]c(=S)n1-c1ccccc1)c1ccc(S(=O)(=O)N2CCCCC2)cc1	-2%	-5%	0.6	-16%	0%	23%	-2%	2%	9%
O=C(NCc1cccs1)c1ccc(CSc2nc3ccncc3n2Cc2ccccc2F)cc1	.	79%[activator]	-0.4	-6%	0%	22%	-1%	39%	8%
CC1(OC(=O)C2CCCC2)C(=O)C=C2C=C(c3ccsc3)N(Cc3ccc4c(c3)OCO4)C=C2C1=O (stereo not drawn)	-1%[12.4 µM]	-9%	-0.1	-11%	2%	?	-3%[12.4 µM]	0%	-16%
COc1ccc2c(c1OC)C(=O)N(c1ccc(C)cc1)C2=O	2%	-4%	0.3	-1%	-19%	41%[activator]	-10%	1%	-7%
Cc1cccc(CSc2nc3cccnc3n2Cc2ccc(C(=O)NCc3ccco3)cc2)c1	.	-14%	0.3	3%	-1%	13%	-5%	3%	-23%
CC(=O)CCN1CCOCC1	20%	-13%	0.8	-2%	0%	-12%	-3%	3%	-12%
CCc1ccccc1NC(=O)[C@@H](c1ccccc1)N1Cc2ccccc2C1=O	.	-5%	-0.2	0%	-2%	8%	-4%	1%	-9%
CCSc1nc2ccccc2c(OCc2ccc(Cl)cc2)c1C(=O)OC	.	-13%	1.8	-18%	2%	?	-5%	-7%	-6%
CCOC(=O)c1c(NC(=O)C(NCCN(C)C)c2ccccc2)sc2c1CCCC2 (stereo not drawn)	25%	-3%	1.1	?	-3%	56%[activator]	-8%	4%	-4%
CCOc1ccccc1Nc1ccc(C(=O)O)cc1[N+](=O)[O-]	-1%	-3%	-0.3	-4%	-6%	32%	-1%	-2%	4%
COc1cccc(CNC(=O)CSc2nnc(C)c3c(C)n(-c4ccccc4)nc23)c1	.	?	-0.6	-9%	-8%	?	2%	-4%	0%
Cc1ccc(C(=O)NC(C)c2ccc3c(c2)OCO3)s1 (stereo not drawn)	?	-22%	-0.1	-3%	9%	4%	-2%	-1%	-4%

Reformatted: results already given.
O=C(NCc1n[nH]c(=S)n1-c1ccccc1)c1ccc(S(=O)(=O)N2CCCCC2)cc1
  APEX1 inh: -2% | Anesthetic bind: -5% | TRHR agonist: 0.6 | 12-LOX inh: -16% | ERG Ets-DNA blk: 0% | Pol iota inh: 23% | BLM inh: -2% | Pol beta inh: 2% | POLK inh: 9%
O=C(NCc1cccs1)c1ccc(CSc2nc3ccncc3n2Cc2ccccc2F)cc1
  APEX1 inh: . | Anesthetic bind: 79%[activator] | TRHR agonist: -0.4 | 12-LOX inh: -6% | ERG Ets-DNA blk: 0% | Pol iota inh: 22% | BLM inh: -1% | Pol beta inh: 39% | POLK inh: 8%
CC1(OC(=O)C2CCCC2)C(=O)C=C2C=C(c3ccsc3)N(Cc3ccc4c(c3)OCO4)C=C2C1=O (stereo not drawn)
  APEX1 inh: -1%[12.4 µM] | Anesthetic bind: -9% | TRHR agonist: -0.1 | 12-LOX inh: -11% | ERG Ets-DNA blk: 2% | Pol iota inh: ? | BLM inh: -3%[12.4 µM] | Pol beta inh: 0% | POLK inh: -16%
COc1ccc2c(c1OC)C(=O)N(c1ccc(C)cc1)C2=O
  APEX1 inh: 2% | Anesthetic bind: -4% | TRHR agonist: 0.3 | 12-LOX inh: -1% | ERG Ets-DNA blk: -19% | Pol iota inh: 41%[activator] | BLM inh: -10% | Pol beta inh: 1% | POLK inh: -7%

Other entries:
SMILES	APEX1 inh	Anesthetic bind	TRHR agonist	12-LOX inh	ERG Ets-DNA blk	Pol iota inh	BLM inh	Pol beta inh	POLK inh
Cn1c(=O)c(=O)n(C)c2cc(N3CCCC3)c(NS(=O)(=O)c3ccc(Cl)cc3)cc21	34%[activator]	-13%	-0.7	40µM*	2%	-2%	-5%	-1%	0%
Cc1cccc(C)c1Nc1c(-c2ccsc2)nc2ncccn12	1%	-3%	0.1	-16%	-15%	1%	2%	3%	-9%
CC(C)(C)C(=O)NNC(=O)C1CC1(c1ccccc1)c1ccccc1 (stereo not drawn)	-2%	-11%	0.0	9%	-2%	?	0%	32%	-7%
COc1ccc2c(C)c(CC(=O)NCCc3ccc(Cl)cc3)c(=O)oc2c1C	.	-15%	-1.1	12%&0%	5%	20%	-1%	10%	10%
CC(C)C(NC(=O)OCc1ccccc1)C(=O)NCC(=O)OC(C)(C)C (stereo not drawn)	-2%	-11%	0.9	-5%	-1%	13%	1%	0%	-4%
CCNC(=S)NC1CC2CCCC(C1)N2Cc1ccco1 (stereo not drawn)	13%	-6%	0.4	17%	.	8%	0%	36%	1%
O=C1c2cc([N+](=O)[O-])cc3cc([N+](=O)[O-])cc(c23)C(=O)N1c1ccccn1	-8%	?	-0.5	?	64%[activator]	?	-3%	?	?
CCCN(CCC)CCNC(=O)CS(=O)Cc1nc(-c2ccc(OC)c(OC)c2)oc1C (stereo not drawn)	.	1%	-0.1	6%&-7%	2%	5%	0%	12%	-6%
CCC(=O)NCCSc1c[nH]c2ccccc12	-2%	-18%	-0.1	5%	19%	21%	-1%	16%	-5%
CCCN1C(=O)c2cc(C(=O)Nc3ccccc3OC)ccc2C1Nc1ccccc1OC (stereo not drawn)	-7%	-9%	0.2	-18%	-10%	-8%	-1%	-16%	-9%
OCC#Cc1ncc(C(F)(F)F)cc1Cl	1%	-6%	0.6	48%[activator]	-9%	142%[activator]	-7%	11%	-1%
Cc1cc(C)n(-c2ccc(C(=O)OCC(=O)NC(c3ccccc3)c3ccccc3)cc2)n1	0%	-2%	3.4	?	7%	2%	-5%	13%	-3%
CC(C(=O)O)N1C(=O)CSC1=S (stereo not drawn)	-5%	-9%	-0.2	?	?	?	2%	16%	-26%
O=C(c1cccc(S(=O)(=O)NCc2ccccc2)c1)N1CCN(c2ccccc2)CC1	5%	.	.	267%[activator]	-12%	-22%	.	.	10%
COc1ccc(N2CCCn3c2nc2c3c(=O)n(CCc3ccccc3)c(=O)n2C)cc1	18%	-8%	0.6	0%	-5%	6%	-5%	26%	-10%
COc1cccc(-n2nnnc2SCC(=O)Nc2ccccc2OC)c1	-3%	4%	0.1	11%	10%	-15%	-3%	70%	3%
Cc1cccc(NC(=O)COc2coc(CN3CCN(Cc4ccccc4)CC3)cc2=O)c1	45%[activator]	.	-0.4	-7%	12%	50%[activator]	.	.	-4%
c1csc(-c2nn3c(C4COc5ccccc5O4)nnc3s2)c1 (stereo not drawn)	-10%	-23%	-0.8	.	.	19%	-5%	-8%	-8%
O=C(Nc1ccc(OC(F)(F)F)cc1)NC1CCC(Oc2ccc(C(=O)O)cc2)CC1 (stereo not drawn)	3%	.	0.3	3%	-4%	3%	.	.	-11%
COc1ccc(-n2c(=S)[nH]c3cc(C(=O)Nc4cccc(C)c4)ccc3c2=O)cc1	13%	6%	1.3	-14%	9%	148%[activator]	-1%	18%	-11%
O=C(OCC1CCCO1)c1ccc2c(c1)N(Cc1ccccc1)C(=O)c1ccccc1S2(=O)=O (stereo not drawn)	.	-7%	0.2	-20%	1%	9%	-9%	-2%	-4%
O=C(CSc1nncs1)Nc1cccc2ccccc12	-9%	.	0.0	-9%	47%[activator]	18%	.	.	-14%
CCSc1nc2ccccc2n1C(=O)c1ccc(S(=O)(=O)N2CCCCCC2)cc1	0%	-6%	-1.6	10%	3%	8%	2%	-2%	-6%
C=CC(=O)NC1CC2CCC1(C)C2(C)C (stereo not drawn)	-3%	?	1.9	107%[activator]	0%	84%[activator]	0%	0%	-1%
COc1cccc(CNC(=O)C2CCN(c3nnc(N4CCCC4=O)s3)CC2)c1	28%	-13%	-0.2	10%	18%	-19%	0%	11%	0%
CC(C)[C@H](NC(=O)c1ccccc1F)C(=O)NNC(=O)c1cccs1	20%	.	.	-1%	2%	-16%	.	.	-9%
CCN(CC(=O)NCc1ccc(Cl)cc1)CC(=O)NC1(C#N)CCCC1	6%	11%	-0.2	0%	1%	34%[activator]	-5%	1%	-7%
Cn1c(NN)nc2sc3c(c2c1=O)CC(C)(C)OC3	9%	-9%	0.2	4%	.	30%	-15%	3%	-1%
CCOC(=O)c1nc(Nc2ccccc2C)c2ccccc2n1	28%	-8%&4%	-0.8&-0.6	?	-6%&-4%	16%&8%	-3%&-3%	15%&25%	0%&15%
CCOC(=O)N=S(N)(=O)c1ccccc1 (stereo not drawn)	-4%	-5%	0.0	-21%	1%	19%	3%	5%	-1%
CCN(C(=O)COC(=O)c1cccnc1SC)c1c(N)n(Cc2ccccc2)c(=O)[nH]c1=O	-6%	.	1.0	0%	2%	13%	.	.	0%
